EBNA-1 inh – blocks EBNA-1 binding to DNA. EBNA-1 DNA binding, fluorescence polarization. inhibition, % at 14.8 µM. hit rate 0.34% among 300,000. AID 1950; in the data active = inhibition above about 28%
proCasp3 act – activates human procaspase-3; activation, % at 8.5 µM; AID 463141; recombinant procaspase-3 D3A, Ac-DEVD-pNA absorbance 405 nm; P42574; hit rate 0.11% among 330,000;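 active = activation above the mean of all tested compounds plus 3 SD, cut at about 21% in these data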;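 note: 0% = DMSO alone and 100% = DMSO wells spiked with extra 5 µM PC-3 D3A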
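material = Procaspase-3 D3A mutant | probe or stimulus = Ac-DEVD-pNA | compound = single dose, 8.5 µM nominal compound, 0.8% DMSO | timing = 1 h preincubation, 2 h reaction | measured by = 405 nm absorbance of p-nitroaniline, reads at 0 and 120 min | benchmarks = DMSO-only low control, 5 µM PC-3 D3A high control | repeats = singlicate, each compound tested once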
LAP4-GFP MLPCN – alters LAP4-GFP fluorescence in TOR pathway yeast screen. S. cerevisiae LAP4-GFP multiplex, flow cytometry GFP, 3 h; median GFP as percent of DMSO wells. hit rate 0.34% among 320,000. GFP response vs DMSO, % at 10 µM;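 active = GFP response vs DMSO above a set limit, about the screen mean plus 3 SD, cut at about 150% in these data; inconclusive = under 70 cell events counted for the yeast strain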
MEP2-GFP yeast – alters MEP2-GFP fluorescence in TOR pathway yeast screen. S. cerevisiae MEP2-GFP strain, flow cytometry GFP, 3 h; 100% = DMSO control level. GFP response vs DMSO, % at 10 µM. hit rate 0.51% among 330,000. AID 2016;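 active = GFP response versus DMSO above a set limit, roughly screen mean plus 3 SD, cut at about 180% in these data; inconclusive = fewer than 70 cells counted for a yeast strain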;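 note: median GFP fluorescence of the barcode-gated MEP2-GFP cells per well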
RPL19A-GFP yeast – yeast TOR pathway RPL19A-GFP modulation; AID 2025; S. cerevisiae RPL19A-GFP strain, flow cytometry, 3 h; hits give low values; hit rate 0.3% among 330,000; percent response vs DMSO, % at 10 µM;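 active = percent response vs DMSO below 50%; inconclusive = fewer than 70 events counted for the yeast strain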;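 note: median channel GFP fluorescence of the barcoded RPL19A-GFP strain; ratio of sample median GFP to plate DMSO average so 100% = DMSO; lower means less RPL19A-GFP as with rapamycin TOR inhibition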
ZTA counter – counter-screen for EBNA-1 inhibitors: inhibitors of Epstein-Barr virus ZTA; AID 2234; hit rate 0.15% among 320,000; inhibition, % at 11 µM; ZTA-DNA binding, fluorescence polarization; in the data active = inhibition above about 33%
AHR activator – human AHR activation; P35869; activation, % at 5 µM; hit rate 2.5% among 320,000; AHR-responsive luciferase reporter cells, luminescence; in the data active = activation above about 47%;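 note: 0% = vehicle wells and 100% = reference agonist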
procasp7 counter – counter-screen for procaspase-3 activators: activators of human procaspase-7; activation, % at 8.5 µM; recombinant procaspase-7, Ac-DEVD-pNA absorbance 405 nm; D23A/D198A/D206A triple mutant, cannot self-cleave; scale: DMSO 0, 5 µM enzyme 100; hit rate 0.093% among 330,000; AID 463210;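 active = percent activation above the screen-wide mean plus 3 SD, cut at about 25% in these data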
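Replicates: singlicate. Assay system: Procaspase-7 triple mutant (PC-7 D3A). Signal: 405 nm absorbance of p-nitroaniline. Times: 1 h preincubation, 2 h reaction. Buffer or medium: Zinc-free HEPES pH 7.4 with 300 mM NaCl, 0.01% Triton X-100. Also added: DEVD-pNA substrate. Benchmarks: DMSO wells as 0%, DMSO with 5 µM added PC-7 as 100%.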
The depositor's hits bear a star; ? = inconclusive; / = not tested or not shown; [ ] = another dose, or the depositor's remark.

SMILES	EBNA-1 inh	proCasp3 act	LAP4-GFP MLPCN	MEP2-GFP yeast	RPL19A-GFP yeast	ZTA counter	AHR activator	procasp7 counter
COc1cc(NC(=O)Cc2ccccc2)nc(OC)n1	-11	-3	97	108	103	0	0	-3
COc1ccc2[nH]c(C(=O)Nc3ccc(C)c(F)c3)cc2c1	-5	9	107	98	96	5	6	0
CCS(=O)(=O)N1Cc2ccccc2CC1C(=O)Nc1nc2c(C)cccc2s1 (stereo not given)	-9	5	86	94	99	-9	15	-3
O=P(Cc1nnco1)(c1ccccc1)c1ccccc1	4	11	93	94	92	7	2	-1
COc1ccc2cc3cc(C(=O)NCc4ccccn4)oc3nc2c1	-3	0	84	102	101	0	-2	2
CCOc1ccc(OCC)c(S(=O)(=O)N2CCC(C)CC2)c1	1	9	107	100	97	-7	4	-2
CC(=O)c1cccc(NC(=O)N2CCN(S(C)(=O)=O)CC2)c1	3	-3	101	104	99	9	3	-2
COc1ccc(NC(=O)CC(Cc2ccccc2)C(=O)O)cc1 (stereo not given)	0	-1	104	106	107	-15	0	20
CC(C)Sc1nc2c(c(=O)[nH]c(=O)n2C)n1CCc1ccccc1	11	7	101	91	92	19	6	-2
CN1CCN(c2oc(COc3ccc(-c4ccccc4)cc3)nc2C#N)CC1	-8	0	108	99	99	-11	-4	15
CC1O[C@@H](OC2C(O)C(O)C(CO)O[C@H]2OC2C[C@]3(C)C(CC(O)C4[C@@H]([C@]5(C)CC[C@@H](C(C)(C)O)O5)CC[C@]43C)[C@@]3(C)CCC(O)C(C)(C)C23)C(O)C(O)C1O (stereo not given in full)	/	3	109	90	93	/	0	3
O=C(c1cc2cc(Cl)ccc2oc1=O)N1CCCCCCC1	-10	7	89	103	101	10	1	12
Fc1ccccc1CSc1nnc2ccc(-c3ccncc3)nn12	-11	-2	107	103	99	-4	6	1
Cc1cccc(Nc2cc(=O)[nH]c(=O)[nH]2)c1C	-8	-11	100	104	100	-16	4	-6
CSc1nc(C)cc(SCC(=O)N/N=C/c2ccccc2)n1	-6	3	107	100	100	-22	71*	5
COc1ccc2cnn(-c3ccc(C)cc3)c(=O)c2c1OC	-9	-3	99	99	100	-4	-2	1
CCOC(=O)C1C(=O)N(C(=O)c2cncc(Br)c2)CC1c1ccccc1 (stereo not given)	2	6	113	104	102	-9	1	7
COc1ccc(OC)c(S(=O)(=O)NCc2cccnc2)c1	-1	-4	112	114	109	-1	-1	-2
CCn1c(C)nc2cc(C(=O)NNC(=O)Nc3cccc(Cl)c3)ccc21	8	2	102	106	102	10	0	6
Cc1cccc(C)c1-n1nnnc1-c1cnccc1C(F)(F)F	-5	2	/	100	99	-14	-1	-10
COc1ccc(CCNc2ccc(S(N)(=O)=O)cn2)cc1	5	0	97	97	98	12	0	-5
COc1cccc(CC2CC(=O)N(CCc3ccc4c(c3)OCO4)C2=O)c1 (stereo not given)	-4	-2	107	99	95	4	27	8
COc1ccccc1NC(=O)CSc1nnc(-c2ccoc2C)n1CCc1ccccc1	0	8	107	109	108	14	4	1
CC(C)CNC(=S)NNC(=O)c1csc2c1CCCC2	-12	-9	102	105	95	-14	0	-1
CCc1cc(=O)oc2cc(C)cc(OCC(=O)N[C@@H](CSCc3ccccc3)C(=O)O)c12	-3	14	103	100	98	7	-1	-5

Going on with the list.
SMILES	EBNA-1 inh	proCasp3 act	LAP4-GFP MLPCN	MEP2-GFP yeast	RPL19A-GFP yeast	ZTA counter	AHR activator	procasp7 counter
O=C(Nc1cccnc1)c1noc2c1CCCCC2	-11	4	104	107	106	-8	-9	-3
CCOC(=O)CC1C(=O)NCCN1C(=O)c1ccc(C)cc1 (stereo not given)	0	-3	118	105	97	6	-1	-1
Cc1cc2cc(CNC(=O)NC3CCCCC3)ccc2[nH]1	1	-4	89	91	97	-5	57*	2
CCc1cc2c(N[C@@H](Cc3ccccc3)C(=O)O)ncnc2s1	-1	-3	99	107	114	20	2	-2
CCOc1ccc(C(=O)COc2ccc(NC(C)=O)cc2)cc1	-23	1	109	112	106	-2	7	-4
COc1ccc(S(=O)(=O)N2CCN(CC(O)COc3ccc(CC#N)cc3)CC2)cc1OC (stereo not given)	5	8	116	104	107	16	0	-4
O=C(Nc1ccc(OC(=O)c2ccccc2)c(-c2nc3ccccc3s2)c1)c1ccccc1	-6	1	102	105	100	-25	12	9
COC(=O)C(C)(C)ONC(=O)Nc1ccc(C)cc1	-4	-2	97	102	104	-1	1	-1
COC(=O)c1nnn(CC(=O)Nc2cccc(OC)c2)c1C(=O)OC	-1	14	102	108	101	1	1	0
Cc1ccc(-c2c(C(=O)NNC(=S)NCC3CCCO3)csc2C)cc1 (stereo not given)	-10	-7	95	91	95	-13	3	1
N=c1c2c(n(Cc3ccc(Cl)cc3)c3c1CCC3)CCC2	9	-5	103	91	97	-6	-1	8
CCCCn1c(N)c(N(CC(C)C)C(=O)CSCC(=O)Nc2ccc(OC)cc2)c(=O)[nH]c1=O	-4	-8	99	96	95	7	2	4
O=C(Nc1ccc2c(c1)oc1ccccc12)c1ccc(Br)o1	25	4	105	101	100	22	17	9
COc1cccc(CN2CCNC(=O)C2CC(=O)NCCc2ccccn2)c1 (stereo not given)	4	-2	93	92	91	0	1	0
O=C(CN1CCCc2ccccc21)NCCc1ccc(Cl)cc1	3	0	111	105	99	10	1	1
CS(=O)(=O)N(CC(=O)Nc1ccccc1)Cc1ccc(Cl)cc1	-5	-3	99	101	99	9	2	-3
CCOCCCNC(=O)C(NC(=O)c1ccc(=O)[nH]c1)c1ccc(Cl)cc1 (stereo not given)	-7	5	98	106	101	-10	-1	17
COc1ccc(NC(=O)C#Cc2ccccc2)cc1	4	5	98	96	96	1	-3	7
COc1ccccc1NS(=O)(=O)c1ccc(/C=C/C(=O)O)cc1	-2	1	101	103	103	-8	-3	4
COc1cc(OC)c(NC(=O)Cc2cccs2)cc1Cl	-1	-4	83	108	104	7	1	4
CCCn1nc(NC(=O)C2CCCO2)c2cc3cccc(C)c3nc21 (stereo not given)	9	-6	109	94	93	1	30	3
Cc1c(C(=O)NCc2ccc(F)cc2)c(-c2ccccc2)nn1-c1ccccc1	-2	1	96	100	96	12	3	12
CC(C)C[C@@H](CO)N1CCN(Cc2cccnc2)CCC1=O	1	-3	110	99	94	5	0	9
O=C(CN1C(=O)NC2(CCc3ccccc32)C1=O)NCC(F)(F)F (stereo not given)	-7	9	91	97	96	7	1	-1
Cc1nc(NCCO)c2nnn(Cc3ccccc3F)c2n1	10	0	102	103	97	1	1	1

Grouped by structure: those above containing a cyano group
SMILES	EBNA-1 inh	proCasp3 act	LAP4-GFP MLPCN	MEP2-GFP yeast	RPL19A-GFP yeast	ZTA counter	AHR activator	procasp7 counter
CN1CCN(c2oc(COc3ccc(-c4ccccc4)cc3)nc2C#N)CC1	-8	0	108	99	99	-11	-4	15
COc1ccc(S(=O)(=O)N2CCN(CC(O)COc3ccc(CC#N)cc3)CC2)cc1OC (stereo not given)	5	8	116	104	107	16	0	-4

Additional records.
SMILES	EBNA-1 inh	proCasp3 act	LAP4-GFP MLPCN	MEP2-GFP yeast	RPL19A-GFP yeast	ZTA counter	AHR activator	procasp7 counter
CCN(CC)c1ccc(C2C(C(C)=O)C(=O)CC(C)(O)C2C(C)=O)cc1 (stereo not given)	4	6	?	249*[may fluoresce violet]	14*[may fluoresce violet]	3	1	-1
CCCCCCNc1c([N+](=O)[O-])c(=O)sc2ccccc12	-2	1	91	89	102	-7	17	2
Cc1c(C(=O)N2CCOCC2)c(S(=O)(=O)N2CCN(c3ccc(Cl)cc3)CC2)c(C)n1C	3	-3	96	104	94	10	1	-1
CCOC(=O)c1cc2c(ccn2C)n1CC(=O)N(CC)CC	11	-1	100	100	102	16	-1	9
CCN(Cc1cnn(C)c1)C(=O)c1cc(COc2ccc(F)cc2F)on1	6	13	101	111	103	-6	-4	3
COc1ccccc1N1CCN(C2CC(=O)N(c3ccc(F)cc3)C2=O)CC1 (stereo not given)	7	-15	96	104	105	-4	-1	-3
COc1ccc(C(=O)CC(=O)c2ccc(OC)cc2)cc1	3	-24	81[may fluoresce red]	78[may fluoresce red]	?	-6	0	-71
CCOC(=O)c1ccc(CNS(=O)(=O)c2c(C)ccc3nsnc23)o1	-3	8	103	99	100	7	1	9
CCCCn1c(N)c(N(CC(C)C)C(=O)c2ccc(S(=O)(=O)N(CC)c3ccccc3)cc2)c(=O)[nH]c1=O	5	3	107	109	103	-14	0	6
Cc1ccc(CNC(=O)C(=O)NCC2OCCN2C(=O)c2ccc(Cl)cc2)cc1 (stereo not given)	-9	12	98	95	104	13	0	0
CN1c2cccc3cccc(c23)N(C)C1(C)C	-1	-14	108	100	98	-1	12	-8
O=C(O)/C=C/c1cccc(NC(=O)c2ccccc2)c1	2	2	101	103	98	-4	0	8
CCOc1ccc(CC2NCCc3cc(OCC)c(OCC)cc32)cc1OCC (stereo not given)	-1	2	87	97	104	1	3	5
CC(C)CC(=O)Nc1ncnc2c1C(=O)CC(C)(C)C2	5	-3	95	98	99	4	1	17
CC(=O)NNC1=Nc2ccccc2N(C)C(C)C1 (stereo not given)	10	-4	102	105	101	-9	-1	4
O=C(NC1CCCCC1)C(c1ccc(F)cc1)N(Cc1cccs1)C(=O)CN1C(=O)c2ccccc2S1(=O)=O (stereo not given)	4	-3	93	101	100	17	-1	12
COc1ccc(NC(=O)CCNS(=O)(=O)c2cccc3nsnc23)c(OC)c1	1	1	99	104	105	-4	0	10
COC(=O)/C(=C\Nc1cccc(Cl)c1C)c1ncc(C(F)(F)F)cc1Cl	1	6	93	110	100	-2	1	-1
CC(=O)OC[C@]12CC[C@H]3[C@@](C)(CC[C@H]4C(C)(C)CCC[C@]34C)[C@@H]1C[C@H](C1=CC(=O)O[C@@H]1OC(C)=O)O2	/	-10	155*	104	95	/	-1	-19
CC(C)CC(=O)NN(C)c1nc(-c2ccccc2)nnc1C(F)(F)F	-1	1	101	98	103	-1	3	-1
CC(Sc1nncs1)C(=O)NC1CCCCC1C (stereo not given)	4	1	100	102	98	-8	0	3
C=CCOC(=O)CN1C(=O)c2ccccc2C1=O	-9	1	99	103	101	3	2	5
COc1cccc(-n2nnc3c(=O)n(Cc4ccccc4Cl)cnc32)c1	2	1	90	95	92	-8	5	0
CCCN(CC(=O)Nc1cc(Cl)ccc1Cl)C(=O)c1ccccc1SCC(=O)N1CCCC1	-2	-5	98	99	97	-3	10	4
CCN(CC)c1ccc(NC(=O)CNCc2ccccc2Cl)c(C)c1	-2	-1	91	101	101	-9	-3	6
NC(=O)COc1ccc(Nc2nnc(-c3ccc(O)cc3)c3ccccc23)cc1	8	-2	99	95	96	-4	-1	0

Complete entries as entered above. Values in the order: EBNA-1 inh	proCasp3 act	LAP4-GFP MLPCN	MEP2-GFP yeast	RPL19A-GFP yeast	ZTA counter	AHR activator	procasp7 counter
Profile of NC(=O)COc1ccc(Nc2nnc(-c3ccc(O)cc3)c3ccccc23)cc1 → 8	-2	99	95	96	-4	-1	0
Profile of CC(C)CC(=O)NN(C)c1nc(-c2ccccc2)nnc1C(F)(F)F → -1	1	101	98	103	-1	3	-1
Profile of COC(=O)/C(=C\Nc1cccc(Cl)c1C)c1ncc(C(F)(F)F)cc1Cl → 1	6	93	110	100	-2	1	-1
Profile of CN1c2cccc3cccc(c23)N(C)C1(C)C → -1	-14	108	100	98	-1	12	-8
